# Assay outcomes from PubChem.
# Tau ThT inhib – inhibitors of human tau fibril formation, thioflavin T binding; P10636; recombinant tau K18 P301L, heparin-induced fibrillization, ThT fluorescence; Potency, µM (highest dose often 57.4 µM), inactives show at the top dose activity, negative = inhibition, hits mostly inhibitors; 270,000 compounds, 2.1% hits; AID 1460; further: on the % scale 0 is the no-effect control and ±100 the full control effect; nearly all actives have a fitted effect of over 55% in size
# Target sequence (P10636 561-689 P618L limits assumed): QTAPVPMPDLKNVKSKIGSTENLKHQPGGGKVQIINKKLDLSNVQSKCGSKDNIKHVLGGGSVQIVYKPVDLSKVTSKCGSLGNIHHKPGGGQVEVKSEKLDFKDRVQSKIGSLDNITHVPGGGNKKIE
#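 Heparin-induced fibrillization of the P301L-mutant K18 repeat-domain fragment of human tau was followed by ThT binding in quantitative high-throughput format.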
# RECQ1 helicase – inhibitors of human RECQ1 DNA helicase; RECQ1 DNA unwinding, red fluorescence kinetic read; Potency, µM (top dose mostly 57.3 µM), without a hit: top-dose activity, negative = inhibition, usual class: inhibitors; 240,000 compounds, 0.54% hits; AID 2549;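 further: plate controls were vehicle for no effect and no enzyme for full effect; nearly all actives have a fitted effect of over 30% in size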
#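 50 nM RECQ1T1 preincubated 15 min with compound in Tris pH 8.0 buffer with MgCl2, DTT, Tween-20 and 2.5 ug/ml poly(dI-dC); started with 200 nM TAMRA/BHQ-2 forked duplex and 2 mM ATP. Unwinding read as fluorescence (525/598 nm), two reads 2 h apart.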
# L3MBTL1 inh – L3MBTL1 (human) inhibition; Potency, µM (highest dose often 57.1 µM), for the others: at the top dose activity, negative = inhibition, most hits filed as inhibitors; AlphaScreen L3MBTL1–H3K9me1 peptide binding; Q9Y468; 230,000 compounds, 0.66% hits; AID 485360; further: on the % scale 0 is the no-effect control and ±100 the full control effect; nearly all actives have a fitted effect of over 60% in size
# Target sequence (Q9Y468 whole entry, looked up): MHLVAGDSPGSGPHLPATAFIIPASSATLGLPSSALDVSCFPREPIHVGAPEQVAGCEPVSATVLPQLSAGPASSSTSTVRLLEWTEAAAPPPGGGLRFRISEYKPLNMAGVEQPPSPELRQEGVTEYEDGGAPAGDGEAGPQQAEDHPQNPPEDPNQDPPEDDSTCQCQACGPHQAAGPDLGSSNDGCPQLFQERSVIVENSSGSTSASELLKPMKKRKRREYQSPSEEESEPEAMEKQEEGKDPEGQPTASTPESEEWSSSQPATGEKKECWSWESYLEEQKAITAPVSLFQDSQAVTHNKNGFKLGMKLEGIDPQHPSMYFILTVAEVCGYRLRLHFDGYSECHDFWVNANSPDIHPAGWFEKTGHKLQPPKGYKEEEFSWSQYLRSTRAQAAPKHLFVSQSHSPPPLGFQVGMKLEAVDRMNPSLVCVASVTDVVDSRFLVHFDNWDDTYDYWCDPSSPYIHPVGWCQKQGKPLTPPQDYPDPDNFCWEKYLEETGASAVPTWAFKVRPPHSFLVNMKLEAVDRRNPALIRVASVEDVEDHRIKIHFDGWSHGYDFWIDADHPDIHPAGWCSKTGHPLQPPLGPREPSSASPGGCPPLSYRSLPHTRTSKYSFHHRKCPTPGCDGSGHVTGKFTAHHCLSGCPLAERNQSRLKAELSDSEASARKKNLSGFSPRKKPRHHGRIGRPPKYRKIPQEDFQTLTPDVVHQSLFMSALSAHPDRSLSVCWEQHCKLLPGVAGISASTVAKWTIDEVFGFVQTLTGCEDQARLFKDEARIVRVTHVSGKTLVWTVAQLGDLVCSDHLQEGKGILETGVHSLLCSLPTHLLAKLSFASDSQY
#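 Displacement of a biotinylated histone H3(1-15) peptide monomethylated at Lys9 (75 nM) from L3MBTL1 (50 nM) was measured by AlphaScreen after a 30 min room-temperature compound incubation; cefsulodin titration served as intraplate control.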
# Tau fibril FP – inhibitors of human tau fibril formation | K18 P301L tau heparin fibrillization, Alexa594 FP, 6 h | Potency, µM (series often up to 57.7 µM), for inactives: at the highest dose activity, negative = inhibition, most hits filed as inhibitors | P10636 | AID 1468 | 280,000 compounds, 0.39% hits; further: on the % scale 0 is the no-effect control and ±100 the full control effect; nearly all actives have a fitted effect of over 55% in size
#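 Read-out: fluorescence polarization of Alexa 594-labeled tau (0.24 uM), 555 nm excitation, 632 nm emission. Mixtures held 15 uM unlabeled K18 P301L, compound and 20 uM heparin, pH 7 acetate buffer, incubated 6 hr at 37 C.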
# HTT ATP protect – protects HTT-Q103 PC12 cells, measured by ATP; PC12 HTT-Q103 induced, cytoprotection, ATP luminescence, 40 h; Potency, µM (highest dose often 56.4 µM), inactives show cytoprotection (ATP increase), hits mostly activators; 230,000 compounds, 0.14% hits;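 further: % of control where 0% means no effect; nearly all actives have a fitted effect of over 45% in size; toxic huntingtin expression switched on by the ecdysone agonist tebufenozide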
#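 Compounds were screened for protection of PC12 cells against cell death after tebufenozide induction (100 nM final) of mutant Huntingtin exon 1 (Q103) fused to GFP.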
# TexasRed fluor – alters Texas Red total fluorescence, flagging assay interference. AID 1479. 280,000 compounds, 0.29% hits. TRb/SRC2 Texas Red total fluorescence interference. Potency, µM (titrated, usually from 106 µM), for inactives: at the top dose fluorescence change, negative = quenching; active means well fitted curve in either direction with a large enough effect; inconclusive means small, poorly fitted or top-dose-only effect; further: on the % scale 0 is the no-effect control and ±100 the full control effect
#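 Human TRb ligand-binding domain at 0.6 uM with 20 nM Texas Red SRC2 peptide in Tris buffer containing 1 uM T3 and 5% DMSO, incubated with compound 5 h at ambient temperature. Total fluorescence (555/632 nm) calculated as parallel + 2 × perpendicular.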
# Tau fluor counter – counter-screen for tau fibril formation inhibitors; 280,000 compounds, 0.93% hits; tau K18 P301L Alexa594 fluorescence, heparin fibrillization; Potency, µM (doses to about 57.7 µM), without a hit: top-dose activity change, negative = decrease; AID 1463; further: on the % scale 0 is the no-effect control and ±100 the full control effect; nearly all actives have a fitted effect of over 55% in size
#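 Human tau K18 P301L (15 uM unlabeled, 0.24 uM Alexa 594-labeled) in 100 mM sodium acetate pH 7 with 20 uM heparin, 6 hr at 37 C. ThT 30 uM added, 1 hr ambient; Alexa 594 FP and total fluorescence read at 555/632 nm.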
# TRb-SRC2 inh – inhibitors of human thyroid hormone receptor beta-SRC2 interaction | Potency, µM (highest dose often 106 µM), for inactives: at the top dose activity change, negative = inhibition, actives largely listed as inhibitors | AID 1469 | P10828 | TRbeta-SRC2 peptide binding, fluorescence polarization; receptor liganded with 1 µM T3 | 280,000 compounds, 0.065% hits;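 further: plate controls were bound peptide for no effect and peptide without receptor for full effect; nearly all actives have a fitted effect of over 50% in size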
#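 Fluorescence polarization of 20 nM Texas Red SRC2 peptide (20-aa NR interaction domain) bound to 0.6 uM human TRb ligand-binding domain, with 1 uM T3, after 5 hr at ambient temperature; inhibition seen as decreased polarization.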
# Starred values were filed as active, the others as inactive; i = inactive; ? = inconclusive; · = no result given; & = joins results of further samples; [ ] = remark or other dose. Unless noted, the call rests on the fitted dose curve; in most records, active means well fitted curve in the direction sought with a large enough effect; inconclusive means small, poorly fitted or top-dose-only effect, or another doubt; inactive means no such curve, though single readings can be large; an effect the other way counts as inactive or inconclusive. Potency means the concentration at half of the fitted maximal effect.
canonical_smiles	Tau ThT inhib	RECQ1 helicase	L3MBTL1 inh	Tau fibril FP	HTT ATP protect	TexasRed fluor	Tau fluor counter	TRb-SRC2 inh
O=C(O)C12CC3CC(C1)CC(n1ncc(NCc4ccccc4)c(Cl)c1=O)(C3)C2	-0.9%	1.7%	·	-3.8%	?	-0.6%	2.2%	-6.1%
O=C(O)c1ccc(CSCc2ccco2)cc1	3.7%	-16.5%	-3.3%[11.4 µM]	12.4%	-12.7%	-4.1%	14.7%	10.9%
Cc1ccc(NC(=O)C2CCCN2C(=O)Oc2ccccc2)c(C)c1 (centres undefined)	-0.6%	i	19.8%	-2.1%	-2.3%[10 µM]	-1.8%	-1.4%	3.1%
O=C(Oc1cccc(-c2cnc3ccccc3n2)c1)c1ccco1	-15.9%	-17.4%	7.1%	-6.2%	-17.4%	·	?	·
CCOc1ccc(-c2nc(CSCC(=O)NCc3ccc(Cl)cc3)c(C)o2)cc1	?	·	·	-0.6%	·	2.4%	-11.0%	-2.3%
COc1cc(C(=O)NC(=S)N(CCc2ccccc2)CCc2ccccc2)cc(OC)c1OC	-5.8%	-24.2%	?	0.4%	-14.1%[10 µM]	1.1%	-15.8%	-3.6%
CC1CCCC(C)N1NC(=O)c1ccc(Cl)c(S(N)(=O)=O)c1 (centres undefined)	-9.4%&-8.8%	i	·	?	?	-2.7%&0.2%	-18.9%&-6.2%	3.8%&-2.8%
CCOc1ccc2[nH]c(=O)c(CN(C(=O)N3CCOCC3)C3CC3)cc2c1	0.2%	i	4.2%	2.7%	-11.6%	0.2%	-4.0%	7.6%
COc1ccccc1NC(=O)c1cc(C)oc1C	?	-8.7%	-13.1%	-2.8%	-13.9%	-2.6%	-6.0%	-4.0%
COc1ccc2oc(=O)c(C(=O)O)cc2c1	-0.5%	i	·	0.6%	6.3%[0.074 µM]	0.6%	4.5%	-3.1%
Cc1nc(-c2ccc(F)cc2)sc1CCNC(=O)c1ccco1	?	·	·	-7.7%	·	-0.6%	-5.7%	-1.0%
O=C(CNC(=S)N(CCCN1CCOCC1)Cc1cccs1)NC1CCCCCCC1	-5.9%	2.0%	-6.3%	7.2%	7.2%[10 µM]	0.3%	-9.6%	3.5%
COc1ccc(S(=O)(=O)NC2(C(F)(F)F)N=C(c3ccccc3)NC2=O)cc1 (centres undefined)	-7.4%	-8.0%	10.4%	-2.3%	·	1.3%	-6.4%	-5.6%
Cc1cc(C)c(NC(=O)CCn2c(=O)c3cccn3c3cccnc32)c(C)c1	17.2%	·	·	-1.8%	·	1.4%	17.0%	2.8%
Cc1ccc2cccc(N=Cc3c(C)[nH]n(-c4ccccc4)c3=O)c2n1	?	-3.8%	-6.0%	15.3%	7.0%[10 µM]	-4.5%	?	4.8%
O=C(CSc1nc2ccccc2n1CC(=O)N1CCOCC1)N1CCCC1	20.8%	-0.2%	9.0%	-0.2%	3.6%[1.9 µM]	2.5%	8.4%	11.6%
O=C(CCCN1C(=O)c2cccc3cccc(c23)C1=O)N1CCN(c2ccccn2)CC1	?	i	?	5.5%	-5.5%[0.074 µM]	1.3%	4.3%	-0.5%
CC(C)Cc1nc2oc3c(NCc4cccnc4)ncnc3c2c2c1CCC2	-9.5%	-8.2%	-1.0%	5.6%	-25.3%	-0.8%	-5.3%	-6.7%
CN(C)c1cc2c(cc1NC(=O)c1ccc(F)cc1)n(C)c(=O)n2C	?	·	·	-5.8%	·	?	-29.9%	-4.4%
C#CCn1c(COc2ccccc2C)nc2ccccc21	4.9%	·	·	-4.5%	·	-2.6%	4.9%	0.2%
CC1CCN(Cc2c(O)ccc3c(=O)c(-c4cccc(Cl)c4)c(C(F)(F)F)oc23)CC1	-0.2%	·	·	-4.1%	·	-3.1%	-5.8%	5.2%
Cc1nnc(SCC(=O)Nc2cc(C(F)(F)F)ccc2N2CCOCC2)o1	6.1%	-7.3%	6.5%	4.2%	-35.9%[10 µM]	1.4%	5.9%	-1.4%
O=C(c1ccccc1)N1CCN(c2ccccc2F)CC1	-13.5%	-0.6%	8.9%[11.4 µM]	0.9%	23.0%	-3.2%	-9.4%	-2.6%
CC(=O)c1ccc(NC(=O)Cn2c(-n3nc(C)cc3C)nc(C)cc2=O)cc1	?	·	·	-7.8%	·	-0.9%	-6.0%	-6.0%
CC(C)N=C(NC#N)SCc1ccc(F)cc1	-3.6%	-1.9%	2.3%	-3.1%	-1.0%	1.0%	-5.4%	-17.2%
CN(C)C=Nc1ncc2c3ccccc3n(CCN(C)C)c2c1C#N	-10.8%	-1.8%	-4.1%	0.7%	-28.5%[0.074 µM]	-4.1%	-0.3%	-2.9%
CCOc1ccc(-c2cc(CCCC(=O)NCc3ccco3)no2)cc1	?	-10.4%	8.1%	-4.2%	7.8%[10 µM]	-2.6%	-8.9%	7.7%
N/C(=N\c1nc2ccccc2o1)NC(=O)c1ccccc1NC(=O)c1ccccc1	-8.5%	-0.6%	5.1%	5.3%	-22.8%	-2.0%	-14.0%	-10.3%
COC(=O)c1cc2cc(Cl)ccc2nc1SC	-2.6%	-4.0%	10.4%	-9.2%	20.0%[10 µM]	-5.6%	-6.8%	0.7%
O=C(c1ccco1)N1CCN=C1SCc1cccnc1	-20.9%	0.6%	-3.0%	1.2%	-3.5%	-2.2%	-8.6%	4.2%
Cc1ccc2c(c1)c1c3n2CCCNC3CCC1 (centres undefined)	-8.4%	-4.4%	·	7.3%	5.3%	1.0%	-9.6%	-0.8%
Cc1cccc(Oc2ncnc3oc(-c4ccccc4)cc23)c1C	-15.3%	2.3%	1.3%	-5.7%	14.2%[10 µM]	-4.4%	-9.6%	3.8%
COc1ccc(-c2nc3cc(C)ccn3c2NCc2ccc3c(c2)OCO3)cc1	?	i	?	3.3%	-4.6%[10 µM]	3.0%[53 µM]	?	11.2%[53 µM]
CC(C)Cn1cc(C(=O)NCCCOC(C)C)c2c3ccccc3n(C)c2c1=O	-5.4%	i	·	-0.4%	-18.9%	-0.6%	-0.6%	-8.1%
COc1ccc(CSC2=CS(=O)(=O)c3ccccc3N2)cc1	6.0%	i	1.0%[11.4 µM]	-7.4%	?	-3.6%	-9.1%	-1.5%
O=C1NC(c2ccc(Cl)cc2)=COc2ccccc21	-6.5%	-19.8%	-9.0%	3.7%	-33.0%[inhibitor]	-0.1%	1.4%	-1.8%
Cc1ccc(Cl)cc1-c1ccc(/C=N/n2cnnc2)o1	-16.7%	1.5%	-4.7%	1.6%	17.3%[10 µM]	-0.2%	-1.8%	-2.5%
COc1ccccc1CNC(=O)C[n+]1ccccc1	-5.6%	-4.7%	·	-2.2%	1.9%	-0.3%	-5.5%	-2.1%
CC(=O)Nc1ccc(Oc2cc(NC(C)=O)cc([N+](=O)[O-])c2)cc1	-0.3%	-4.0%	2.1%	12.7%	-13.0%	-3.1%	-5.4%	-0.8%
COc1ccc(NCc2nc3ccccc3n2CCOc2ccc(C)cc2)cc1	?	-13.1%	?	2.6%&-2.5%	·	-1.7%&-5.0%	?	-3.3%&5.3%
COc1ccc(-c2nc(CNS(=O)(=O)c3cccc(F)c3)cs2)cc1	-13.1%	·	·	-1.7%	·	-1.4%	-23.4%	1.4%
COc1ccccc1/C=C/C(=O)Oc1cccc2cccnc12	-16.2%	i	-2.4%[11.4 µM]	-10.6%	6.7%	-2.0%	-15.1%	-0.7%
Cc1ccc(S(=O)(=O)NCC2CCC(C(=O)O)CC2)cc1 (centres undefined)	3.0%	-1.3%	-5.9%	5.8%	-28.9%	1.1%	7.8%	1.4%
CCOC(=O)c1sc2nc(CC(=O)OC)nc(N3CCN(c4ccc(OC)cc4)CC3)c2c1C	?	-7.4%	·	8.2%	0.9%	0.7%	-29.1%	8.5%
C[C@@H](C[C@@H](O)[C@H](O)C(C)(C)O)[C@@H]1CC[C@]2(C)C3=CC[C@H]4C(C)(C)C(=O)CC[C@]4(C)[C@H]3CC[C@@]12C	?	4.3%	1.3%	-7.1%	·	-4.5%	-20.1%	0.7%
Cc1cc2nnc(SCC(=O)Nc3cc(S(=O)(=O)N4CCOCC4)ccc3Cl)n2c2ccccc12	-3.7%	-2.1%	7.6%	-6.7%	25.1%[10 µM]	0.7%	0.9%	4.1%
CSc1sc(C(=O)N(C)C)cc1S(=O)(=O)C(C)C	·	5.6%	·	3.7%[0.0958 µM]	4.3%[10 µM]	-2.0%	-1.6%[0.0958 µM]	-10.2%
CCCCn1c(N)c(Sc2ccc(Cl)cc2)c(=O)[nH]c1=O	-6.7%	-7.2%	·	2.7%	-6.0%	-4.3%	-0.9%	-11.3%
COc1ccc(CNC(=O)Cn2c(=O)oc3cc(S(=O)(=O)N4CCCCCC4)ccc32)cc1	1.3%	·	·	?	·	-2.8%	-4.2%	3.7%

# Not all compounds are listed; rates above refer to the full screens.
